Compound activity deposited in PubChem BioAssay by National Center for Advancing Translational Sciences (NCATS).
A549 viability: kills or reduces viability of A549 cells in Nrf2 counter-screen; AID 504648; A549 ARE-Fluc cells, CellTiter-Fluor viability, 18-24 h; 390,000 tested, 0.16% active; Potency, µM (highest dose often 46 µM), for inactives: at the highest dose activity change, negative = cytotoxicity, hits mostly inhibitors; also: potency is read from the fitted curve at half-maximal effect; % is scaled to controls: 0 for no effect and ±100 for the full control effect
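A549 ARE-Fluc cells in 5% FBS OPTI-MEM, 5000 cells/well, rested 2 h then exposed to compounds in concentration-response for 18-24 h at 37 °C. Viability by CellTiter-Fluor fluorescence (Ex 405/Em 525) after 30 min; luciferase luminescence (BugLite, 15 min, RT) read afterwards.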
Nrf2 ARE act: activators of Nrf2 (ARE) signaling | AREc32 ARE-luciferase reporter (MCF7-derived line), luminescence, 24 h | Potency, µM (highest dose often 46.1 µM), for inactives: at the highest dose activation, hits mostly activators | 410,000 tested, 0.31% active; also: potency is read from the fitted curve at half-maximal effect; % of control where 0% means no effect; nearly all actives have a fitted effect of over 65% in size
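ARE activation measured as luciferase luminescence (Steady-Glo, 30 min RT) in AREc32_Fluc cells after 24 hr compound exposure at 37 deg C, 5% CO2; cells seeded overnight at 1000/well in OPTI-MEM, 5% FBS.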
Nrf2 block: inhibitors of Nrf2 signaling. 360,000 tested, 2.1% active. AID 504444. A549 ARE-Fluc reporter, luciferase luminescence, 18-24 h. Potency, µM (titrated, usually from 46 µM), for inactives: at the highest dose activity change, negative = inhibition, actives largely listed as inhibitors; also: potency is read from the fitted curve at half-maximal effect; % is scaled to controls: 0 for no effect and ±100 for the full control effect; nearly all actives have a fitted effect of over 60% in size
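Nrf2 activity is the BugLite luminescence, read 15 min after reagent at room temperature, following CellTiter-Fluor cytotoxicity readout (30 min, 37C). Compound titrations were applied for 18-24 h to 5000 A549 ARE_Fluc cells/well in 5% FBS OPTI-MEM.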
HepG2 viability: HepG2 cytotoxicity, counter-screen for TGF-b inhibitors; Potency, µM (doses to about 46.1 µM), inactives show at the highest dose activity change, negative = cytotoxicity, usual class: cytotoxic; 410,000 tested, 0.76% active; HepG2 CAGA-GFP viability, ATP luminescence, 18 h; also: potency is read from the fitted curve at half-maximal effect; some results filed as inactive show a strong effect at the top dose
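HepG2 CAGA-GFP cells (1000/well, DMEM with 1% FBS) received compound, then TGF-beta at 500 pg/mL final, and were incubated 18 hours at 37 degrees C. Viability was read by CellTiter-Glo luminescence. Media-only wells were set as complete cell-killing and DMSO as no toxicity.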
ATXN2 expr inh: ATXN2 expression inhibition. 360,000 tested, 0.72% active. HEK-293 ATXN2-luciferase reporter, luminescence, 24 h. Potency, µM (titrated, usually from 57 µM), inactives show top-dose activity change, negative = inhibition, most hits filed as inhibitors. AID 1745845; also: potency is read from the fitted curve at half-maximal effect; % is scaled to controls: 0 for no effect and ±100 for the full control effect; nearly all actives have a fitted effect of over 55% in size
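ATXN2-luciferase reporter cells (luciferase flanked by upstream and downstream ATXN2 gene portions) were treated 24 h at 37 °C with compounds at up to 57 uM. SteadyGlo luminescence gave expression; GF-AFC fluorescence gave viability.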
ATXN viability: viability counter-screen for ATXN expression inhibitors. S2 cells (HEK-293 line with an ATXN2-luciferase reporter) viability, CellTiter-Fluor protease fluorescence, 24 h. Potency, µM (highest dose often 56.7 µM), actives largely listed as cytotoxic. 400,000 tested, 0.49% active. AID 651635; also: potency is read from the fitted curve at half-maximal effect; nearly all actives have a fitted effect of over 40% in size
IL-1B inflam inh: inhibitors of inflammasome signaling (IL-1 beta secretion); THP-1 LPS/ATP IL-1B secretion, AlphaLISA, 16 h; hits give low values; activity change, % at 57.5 µM; 360,000 tested, 4.7% active; AID 743279; in the data active = activity change below about -50%; inconclusive = mostly about -30% to -49%; also: % is scaled to controls: 0 for no effect and ±100 for the full control effect
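Secreted IL-1B measured by AlphaLISA bead assay after 16 h compound exposure of THP-1 cells; compounds (final up to 57.5 uM) added 1 h before LPS (250 ng/mL) and ATP (1.25 mM) stimulation; lower signal means less secretion.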
MCF10A rerep: inducers of DNA re-replication in MCF 10A breast cells. MCF 10A DNA re-replication, Hoechst nuclear intensity, 48 h. 350,000 tested, 2.9% active. AID 624296. Potency, µM (titrated, usually from 46.1 µM), for inactives: at the highest dose activity, positive = re-replication, usual class: activators; also: potency is read from the fitted curve at half-maximal effect; % of control where 0% means no effect; nearly all actives have a fitted effect of over 50% in size
TGFb inhibitor: TGF-b pathway inhibition; HepG2 CAGA-GFP TGF-b/SMAD3 reporter, GFP fluorescence, 18 h; TGF-beta stimulated, 500 pg/mL final; Potency, µM (highest dose often 46.1 µM), without a hit: top-dose activity, negative = inhibition, actives largely listed as inhibitors; 410,000 tested, 1.2% active; also: potency is read from the fitted curve at half-maximal effect; % is scaled to controls: 0 for no effect and ±100 for the full control effect; nearly all actives have a fitted effect of over 65% in size
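Cell-based qHTS in HEPG2 carrying a CAGA-GFP Smad reporter; compounds added before 500 pg/mL final TGF-beta, 18 h incubation at 37 degrees C, GFP fluorescence quantified per cell by imaging cytometry.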
* marks the source's active call; other numbers are inactive results; i = inactive; ? = inconclusive; · = no result given; & = joins results of further samples; [ ] = another dose, or the depositor's remark. Unless noted, calls follow the shape of the dose curve; as a rule, active = well fitted curve in the direction sought with a large enough effect; inconclusive = small, poorly fitted or top-dose-only effect, or another doubt; inactive = no such curve, though single readings can be large; an effect the other way counts as inactive or inconclusive.

canonical_smiles,A549 viability,Nrf2 ARE act,Nrf2 block,HepG2 viability,ATXN2 expr inh,ATXN viability,IL-1B inflam inh,MCF10A rerep,TGFb inhibitor
CCOCc1cc(CN2CCN(c3ccccc3OC)CC2)c(O)c2ncccc12,0.6%,0.0%,?,1.58µM*,·,·,·,·,·
CN(C(=O)COC(=O)c1ccc2ccccc2n1)C1CCCCC1,0.8%,3.5%,8.8%,3.8%,2.8%,i,23.8,-2.6%,18.2%
CCOc1ccc(C2C(=O)N(C3CCCCC3)CC(=O)N2C2CCCC2)cc1OC (stereo not given),1.6%,0.9%,·,-16.7%,·,·,·,·,-3.2%
Cc1ccsc1C(=O)C1CCCN(Cc2cn(C)nc2-c2ccccc2)C1 (stereo not given),-5.8%,-2.4%,9.4%,-13.6%,-21.6%,i,-1.9,2.7%,-9.3%
Cc1noc(C(=O)Nc2cc(Cl)ccc2O)c1Cl,-6.8%,?,17.0%,-27.4%,-23.2%,i,64.4,17.3%,-21.6%
Cc1cc2[nH]c(=O)c(=O)[nH]c2cc1S(=O)(=O)N1CCN(c2cccc(C(F)(F)F)c2)CC1,1.4%&-4.6%,0.6%&-0.9%,-2.5%&-25.7%,-17.3%&4.5%,-3.4%,?,9.7,16.4µM*,-22.5%&16.1%
CSc1ccc(CCNC(=O)c2cc3c(-c4ccccc4F)nn(C)c3s2)cc1,?,0.8%,?,-16.2%,-7.2%,i,·,·,0.6%
O=C(N/N=C/c1cc(Br)cc(Br)c1O)c1cccc(N2CCCC2=O)c1,-7.8%,-0.3%,?,-10.5%,?,i,128.9,?,-3.2%

At a glance, some entries already given.
canonical_smiles,A549 viability,Nrf2 ARE act,Nrf2 block,HepG2 viability,ATXN2 expr inh,ATXN viability,IL-1B inflam inh,MCF10A rerep,TGFb inhibitor
CSc1ccc(CCNC(=O)c2cc3c(-c4ccccc4F)nn(C)c3s2)cc1,?,0.8%,?,-16.2%,-7.2%,i,·,·,0.6%
O=C(N/N=C/c1cc(Br)cc(Br)c1O)c1cccc(N2CCCC2=O)c1,-7.8%,-0.3%,?,-10.5%,?,i,128.9,?,-3.2%

More compounds follow:
canonical_smiles,A549 viability,Nrf2 ARE act,Nrf2 block,HepG2 viability,ATXN2 expr inh,ATXN viability,IL-1B inflam inh,MCF10A rerep,TGFb inhibitor
O=C(NCc1ccco1)c1cc(=O)c2ccccc2o1,-3.9%,?,-1.4%,7.4%,0.2%,i,8.5,22.5%,-2.1%
O=C(Cn1ccc([N+](=O)[O-])n1)NCc1cccnc1,0.7%,0.2%,-6.2%,-31.7%,-0.4%,i,29.9,1.9%,-11.9%
CCOc1ccccc1NC(=O)N1CC(CC)Oc2ccccc21 (stereo not given),-3.0%,7.6%,5.1%,-35.6%,·,·,·,·,0.0%
NS(=O)(=O)c1ccc(NC(=O)CCC(=O)c2cccs2)cc1,0.1%,1.7%,-6.5%,-16.1%,4.7%,i,0.0,8.7%,-14.4%
O=C(OCCc1cc2ccccc2c(=O)o1)N1CCOCC1,-0.8%,9.4%,?,7.5%,50.8%[activator],i,0.0,5.6%,-2.1%
CCOC(=O)N1CCN(C(=O)CS(=O)(=O)Cc2nc(-c3ccccc3C)oc2C)CC1,11.2%,3.1%,?,-18.4%,-16.9%,i,-4.4,-5.2%,-17.6%
Cc1cc(C)n2cc(CSCc3ccccc3)nc2n1,-0.8%,-0.2%,-13.9%,3.2%,6.7%,i,-17.5,-0.3%,5.7%
O=C(Nc1ccc(F)cc1)N(CCCN1CCOCC1)Cc1cc2cc3c(cc2[nH]c1=O)OCCO3,1.9%,3.4%,16.7%,-20.8%,-9.6%,i,-15.7,6.5%,-17.1%

Further results.
canonical_smiles,A549 viability,Nrf2 ARE act,Nrf2 block,HepG2 viability,ATXN2 expr inh,ATXN viability,IL-1B inflam inh,MCF10A rerep,TGFb inhibitor
OC[C@H]1O[C@@H](Oc2ccc3cc(Br)ccc3c2)[C@H](O)[C@@H](O)[C@H]1O,-0.2%,0.3%,3.8%,-0.3%,-13.3%,i,1.4,7.4%,-15.0%
Fc1ccc(-c2cn3cc(Cc4ccc(Cl)cc4)sc3n2)cc1,-1.0%,4.5%,?,-3.6%,30.7%,i,·,·,?
O=C(NC1CCCCC1)C(c1ccc(Cl)cc1)N(C(=O)c1cnccn1)c1ccc2c(c1)OCO2 (stereo not given),3.3%,0.3%,8.2%,0.5%,0.2%,i,4.1,-15.0%,1.3%
Nc1ccc(O)c([N+](=O)[O-])c1,-10.1%,?,?,-1.5%,10.5%,?,-5.4,0.4%,-2.2%
CCCCCCN1C[C@@H](O)[C@H](n2cc(C3CC3)nn2)C[C@@H]1c1ccc(C)cc1,·,-0.4%,·,-16.8%,1.6%,?,23.8,·,19.7%
CNC(=O)c1c(NC(=O)/C=C/c2ccccc2Cl)sc2c1CCC2,-0.5%,13.6%,·,-23.7%,9.7%,i,·,·,3.5%
COc1ccc(S(=O)(=O)N2CCN(CC(=O)Nc3cccc(OC)c3)CC2)cc1,-1.9%,-0.9%,0.0%,-0.3%,·,i,-9.0,?,4.9%
CC(Sc1ccc(Cl)cc1)C(=O)NCC(c1ccco1)N1CCCCC1 (stereo not given),-0.5%,-0.3%,16.5%,-17.3%,-12.6%,i,-16.3,8.0%,-2.4%

Next section.
canonical_smiles,A549 viability,Nrf2 ARE act,Nrf2 block,HepG2 viability,ATXN2 expr inh,ATXN viability,IL-1B inflam inh,MCF10A rerep,TGFb inhibitor
O=C(Nc1nnc(-c2ccc(Cl)cc2)o1)C1=COCCO1,4.7%,0.9%,6.6%,0.2%,5.7%,i,0.0,28.2%,-3.5%
COc1cc(OC)cc(C(=O)Nc2cccc(NC(=O)c3cccs3)c2)c1,·,14.2%,·,-3.5%,·,?,-20.0,·,0.2%
CC(=O)Nc1cccc(-c2ccnc3c2CC(C(=O)NC(C)C)O3)c1 (stereo not given),·,1.9%,·,2.5%,5.5%,i,-16.8,·,5.5%
O=C(NNc1nc2ccc(F)cc2s1)c1cccc(F)c1,-16.5%,0.2%,-9.0%,-59.5%,-29.1%[11.3 µM],?,35.1,19.3%,12.6µM*
CCC(=O)NCCNc1nc2cc(C)cc(C)c2cc1C#N,-0.6%,0.9%,-6.5%,-5.5%,0.0%,i,-24.9,-6.4%,-6.4%
C[C@@H]1CCCCO[C@H](CN(C)C(=O)Nc2ccc(F)cc2)[C@@H](C)CN([C@H](C)CO)C(=O)c2cc(NC(=O)c3ccccc3)ccc2O1,·,1.6%,·,-21.5%,-12.9%,i,-25.4,·,-12.6%
Oc1ccc(Cl)cc1-c1cc(C(F)(F)C(F)F)nc(-c2ccccc2)n1,-21.2%,2.7%,?,2.1%,-18.1%,i,13.9,292.8%[0.0737 µM],?
O=C(OC(C(=O)NC1CCCC1)c1cccnc1)C1=Cc2ccccc2OC1 (stereo not given),?,0.0%,4.4%,-18.4%,0.0%,i,6.6,5.3%,?

The results go on.
canonical_smiles,A549 viability,Nrf2 ARE act,Nrf2 block,HepG2 viability,ATXN2 expr inh,ATXN viability,IL-1B inflam inh,MCF10A rerep,TGFb inhibitor
CC(c1ccco1)N(C(=O)c1ccc(Cl)s1)c1ccccn1 (stereo not given),-3.9%,-0.1%,-32.1%,-3.8%,3.2%,i,0.0,-8.8%,-21.7%
N#Cc1ccccc1OCC(=O)NNC(=O)c1ccncc1,-0.7%,-1.4%,9.3%,-1.7%,8.0%,i,24.0,-5.3%,10.9%
O=C(NC1CCCCC1)NC1CCN(S(=O)(=O)Cc2ccccc2)CC1,-0.3%,-0.7%,-3.1%,-3.4%,-3.0%,i,42.7,?,0.0%
COc1ccc(OCCC(=O)OCC(=O)Nc2ccc(S(=O)(=O)N3CCOCC3)cc2)cc1,3.8%,1.5%,-4.4%,-7.1%,4.5%,i,-65.4*,1.2%,-3.0%
CC(=O)c1cccc(NC(=O)N2CCCC2C(=O)NCc2ccc3c(c2)OCO3)c1 (stereo not given),-5.5%,-0.3%,-7.2%,-4.0%,0.2%,i,4.0,-4.3%,7.8%
CS/C(=N\S(=O)(=O)c1cccs1)Nc1ccc(N2CCOCC2)cc1,1.2%,-0.7%&0.4%,0.4%,-0.3%&-19.9%,-7.0%,i,22.7&-1.8,2.8%,-13.7%&2.9%
Cc1cc(C(=O)COC(=O)C2=COCCO2)c(C)n1-c1cccc(F)c1,-1.9%,0.2%,?,-0.7%,5.8%,i,0.0,-2.8%,-8.2%
CCCCCn1c(-c2cccc(C)c2)nc2ccccc21,1.5%,3.2%,?,-61.6%,?,·,·,·,?

Next section
canonical_smiles,A549 viability,Nrf2 ARE act,Nrf2 block,HepG2 viability,ATXN2 expr inh,ATXN viability,IL-1B inflam inh,MCF10A rerep,TGFb inhibitor
CCOc1ccc(Cl)cc1CNCCNCCO,0.0%[1.84 µM],-0.1%,-2.8%,-8.4%,-15.8%,i,-17.9,?,-11.6%
O=C1NNC(c2ccccc2)=N/C1=C\c1ccccc1,-5.4%,0.8%,1.4%,-2.1%,·,i,25.2,-0.5%,-5.0%
Cc1oc(-c2ccc(C(=O)Nc3ccccc3F)cc2)nc1COc1ccccc1,0.1%,-0.8%,?,-9.7%,·,·,·,·,-3.5%
Cc1ccc(-n2nnnc2SCC#N)cc1,-3.6%,0.1%,1.0%,10.6%,0.6%,i,-13.8,-2.4%,?
COc1ccccc1NC(=O)CCC(=O)OCc1cccc([N+](=O)[O-])c1,0.9%,-0.3%,-0.4%,-1.5%,-30.9%[11.3 µM],i,33.4,2.1%,2.0%
O=C(NNS(=O)(=O)c1ccccc1C(F)(F)F)c1cc2ncc(C(F)(F)F)cc2s1,1.5%,-0.8%,-22.8%,-15.1%,-1.7%,i,25.5,0.0%,9.8%
